a7 integrin act = integrin-mediated muscular dystrophy alleviation activation; alpha7betagal myoblasts, beta-gal FDG fluorescence, 48 h; Potency, µM (top dose mostly 38.3 µM), without a hit: at the highest dose activation, usual class: activators; actives 0.064% (n = 350,000); AID 624291;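 further: potency means the concentration at half of the fitted maximal effect; 100% = response of the positive control SU9516; nearly all actives have a fitted effect of over 60% in size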
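alpha7betagal+/- myoblasts (passage 13, 250/well) treated 48 h at 37C with compounds at 1:260 dilution of DMSO stock. Lysed, then beta-galactosidase activity read as FDG fluorescence (ex 480/em 540) after 30 min, with pre-read for autofluorescence.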
TCR activator = T cell receptor activation. primary human leukocytes, anti-CD3, IL-2 HTRF, 48 h. AID 504894. 330,000 tested, under 10 active. Potency, µM (titrated, usually from 9.22 µM), for the others: top-dose activation of IL-2 secretion, hits mostly activators; further: % of control where 0% means no effect
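48 hr co-incubation of compounds, a-CD3 beads and primary human leukocytes; IL-2 quantified homogeneously by HTRF with anti-IL-2 K and d2 conjugates.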
TSHR antag = human thyrotropin receptor antagonism; P16473; TSHR-expressing cells, TSH-stimulated cAMP HTRF, 2 h; stronger effect = lower value; activity change, negative = inhibition, % at 11.5 µM; actives 0.2% (n = 330,000); AID 504810;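 active means activity change below a set negative limit, meaning inhibition stronger than a set level, cut at about -70% in these data; inconclusive means activity change between two set negative limits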; further: on the % scale 0 is the no-effect control and ±100 the full control effect
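Read-out is FRET at 665 nm (cryptate excitation 337 nm) from a cryptate-tagged anti-cAMP antibody, competed by cell cAMP against cAMP-d2. Compounds are tested on freshly harvested TSHR cells challenged with 4nM TSH (EC80) for 2 hours at 37 deg C.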
A-T KAP1 phos = potential ataxia-telangiectasia treatments restoring KAP-1 phosphorylation. Potency, µM (series often up to 57.5 µM), inactives show at the highest dose activation, actives largely listed as activators. […] A-T fibroblasts, KAP-1 phosphorylation AlphaLISA; neocarzinostatin DNA damage 30 min before lysis. actives 0.19% (n = 320,000); further: potency means the concentration at half of the fitted maximal effect; % of control where 0% means no effect; nearly all actives have a fitted effect of over 45% in size
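hTERT-immortalized A-T patient fibroblasts ([…]), 500 cells/well in OPTI-MEM, 1% FBS, got compounds for 60 min, then NCS for 30 min at 37C. Lysates were then assayed for phospho-KAP-1 by AlphaLISA (anti-pKAP1 donor, anti-KAP1 acceptor beads), 6 hr at 25C.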
ASM inhibitor = inhibitors of human secretory acid sphingomyelinase; P17405; placental ASM, HMU-PC fluorogenic substrate, 60 min; Potency, µM (series often up to 57.5 µM), without a hit: at the highest dose activity change, negative = inhibition, most hits filed as inhibitors; actives 0.006% (n = 340,000); further: potency means the concentration at half of the fitted maximal effect
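Steps: dispense placental human ASM, pin compound, wait 10 min at room temperature, add HMU-PC0 substrate at 9 uM final, incubate 60 min at 37 °C, add stop solution raising pH to 10, read fluorescence.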
CXXC DNA block = blocks binding of human MLL CXXC domain to DNA; MLL-CXXC / FITC-HOXA9 DNA fluorescence polarization; Potency, µM (highest dose often 115 µM), inactives show at the highest dose activity change, negative = inhibition, most hits filed as inhibitors; actives 0.037% (n = 290,000); AID 2662; active means well fitted inhibition curve with a large enough effect in the polarisation, with a control signal flat, not every such curve was filed as active; inconclusive means small, poorly fitted or top-dose-only effect, or effect the other way, or a change in a side signal; inactive means no such curve, though single readings can be large or run the other way; the % refers to the polarisation; further: potency means the concentration at half of the fitted maximal effect
Target sequence (Q03164 whole entry, looked up, the tested form may be a part): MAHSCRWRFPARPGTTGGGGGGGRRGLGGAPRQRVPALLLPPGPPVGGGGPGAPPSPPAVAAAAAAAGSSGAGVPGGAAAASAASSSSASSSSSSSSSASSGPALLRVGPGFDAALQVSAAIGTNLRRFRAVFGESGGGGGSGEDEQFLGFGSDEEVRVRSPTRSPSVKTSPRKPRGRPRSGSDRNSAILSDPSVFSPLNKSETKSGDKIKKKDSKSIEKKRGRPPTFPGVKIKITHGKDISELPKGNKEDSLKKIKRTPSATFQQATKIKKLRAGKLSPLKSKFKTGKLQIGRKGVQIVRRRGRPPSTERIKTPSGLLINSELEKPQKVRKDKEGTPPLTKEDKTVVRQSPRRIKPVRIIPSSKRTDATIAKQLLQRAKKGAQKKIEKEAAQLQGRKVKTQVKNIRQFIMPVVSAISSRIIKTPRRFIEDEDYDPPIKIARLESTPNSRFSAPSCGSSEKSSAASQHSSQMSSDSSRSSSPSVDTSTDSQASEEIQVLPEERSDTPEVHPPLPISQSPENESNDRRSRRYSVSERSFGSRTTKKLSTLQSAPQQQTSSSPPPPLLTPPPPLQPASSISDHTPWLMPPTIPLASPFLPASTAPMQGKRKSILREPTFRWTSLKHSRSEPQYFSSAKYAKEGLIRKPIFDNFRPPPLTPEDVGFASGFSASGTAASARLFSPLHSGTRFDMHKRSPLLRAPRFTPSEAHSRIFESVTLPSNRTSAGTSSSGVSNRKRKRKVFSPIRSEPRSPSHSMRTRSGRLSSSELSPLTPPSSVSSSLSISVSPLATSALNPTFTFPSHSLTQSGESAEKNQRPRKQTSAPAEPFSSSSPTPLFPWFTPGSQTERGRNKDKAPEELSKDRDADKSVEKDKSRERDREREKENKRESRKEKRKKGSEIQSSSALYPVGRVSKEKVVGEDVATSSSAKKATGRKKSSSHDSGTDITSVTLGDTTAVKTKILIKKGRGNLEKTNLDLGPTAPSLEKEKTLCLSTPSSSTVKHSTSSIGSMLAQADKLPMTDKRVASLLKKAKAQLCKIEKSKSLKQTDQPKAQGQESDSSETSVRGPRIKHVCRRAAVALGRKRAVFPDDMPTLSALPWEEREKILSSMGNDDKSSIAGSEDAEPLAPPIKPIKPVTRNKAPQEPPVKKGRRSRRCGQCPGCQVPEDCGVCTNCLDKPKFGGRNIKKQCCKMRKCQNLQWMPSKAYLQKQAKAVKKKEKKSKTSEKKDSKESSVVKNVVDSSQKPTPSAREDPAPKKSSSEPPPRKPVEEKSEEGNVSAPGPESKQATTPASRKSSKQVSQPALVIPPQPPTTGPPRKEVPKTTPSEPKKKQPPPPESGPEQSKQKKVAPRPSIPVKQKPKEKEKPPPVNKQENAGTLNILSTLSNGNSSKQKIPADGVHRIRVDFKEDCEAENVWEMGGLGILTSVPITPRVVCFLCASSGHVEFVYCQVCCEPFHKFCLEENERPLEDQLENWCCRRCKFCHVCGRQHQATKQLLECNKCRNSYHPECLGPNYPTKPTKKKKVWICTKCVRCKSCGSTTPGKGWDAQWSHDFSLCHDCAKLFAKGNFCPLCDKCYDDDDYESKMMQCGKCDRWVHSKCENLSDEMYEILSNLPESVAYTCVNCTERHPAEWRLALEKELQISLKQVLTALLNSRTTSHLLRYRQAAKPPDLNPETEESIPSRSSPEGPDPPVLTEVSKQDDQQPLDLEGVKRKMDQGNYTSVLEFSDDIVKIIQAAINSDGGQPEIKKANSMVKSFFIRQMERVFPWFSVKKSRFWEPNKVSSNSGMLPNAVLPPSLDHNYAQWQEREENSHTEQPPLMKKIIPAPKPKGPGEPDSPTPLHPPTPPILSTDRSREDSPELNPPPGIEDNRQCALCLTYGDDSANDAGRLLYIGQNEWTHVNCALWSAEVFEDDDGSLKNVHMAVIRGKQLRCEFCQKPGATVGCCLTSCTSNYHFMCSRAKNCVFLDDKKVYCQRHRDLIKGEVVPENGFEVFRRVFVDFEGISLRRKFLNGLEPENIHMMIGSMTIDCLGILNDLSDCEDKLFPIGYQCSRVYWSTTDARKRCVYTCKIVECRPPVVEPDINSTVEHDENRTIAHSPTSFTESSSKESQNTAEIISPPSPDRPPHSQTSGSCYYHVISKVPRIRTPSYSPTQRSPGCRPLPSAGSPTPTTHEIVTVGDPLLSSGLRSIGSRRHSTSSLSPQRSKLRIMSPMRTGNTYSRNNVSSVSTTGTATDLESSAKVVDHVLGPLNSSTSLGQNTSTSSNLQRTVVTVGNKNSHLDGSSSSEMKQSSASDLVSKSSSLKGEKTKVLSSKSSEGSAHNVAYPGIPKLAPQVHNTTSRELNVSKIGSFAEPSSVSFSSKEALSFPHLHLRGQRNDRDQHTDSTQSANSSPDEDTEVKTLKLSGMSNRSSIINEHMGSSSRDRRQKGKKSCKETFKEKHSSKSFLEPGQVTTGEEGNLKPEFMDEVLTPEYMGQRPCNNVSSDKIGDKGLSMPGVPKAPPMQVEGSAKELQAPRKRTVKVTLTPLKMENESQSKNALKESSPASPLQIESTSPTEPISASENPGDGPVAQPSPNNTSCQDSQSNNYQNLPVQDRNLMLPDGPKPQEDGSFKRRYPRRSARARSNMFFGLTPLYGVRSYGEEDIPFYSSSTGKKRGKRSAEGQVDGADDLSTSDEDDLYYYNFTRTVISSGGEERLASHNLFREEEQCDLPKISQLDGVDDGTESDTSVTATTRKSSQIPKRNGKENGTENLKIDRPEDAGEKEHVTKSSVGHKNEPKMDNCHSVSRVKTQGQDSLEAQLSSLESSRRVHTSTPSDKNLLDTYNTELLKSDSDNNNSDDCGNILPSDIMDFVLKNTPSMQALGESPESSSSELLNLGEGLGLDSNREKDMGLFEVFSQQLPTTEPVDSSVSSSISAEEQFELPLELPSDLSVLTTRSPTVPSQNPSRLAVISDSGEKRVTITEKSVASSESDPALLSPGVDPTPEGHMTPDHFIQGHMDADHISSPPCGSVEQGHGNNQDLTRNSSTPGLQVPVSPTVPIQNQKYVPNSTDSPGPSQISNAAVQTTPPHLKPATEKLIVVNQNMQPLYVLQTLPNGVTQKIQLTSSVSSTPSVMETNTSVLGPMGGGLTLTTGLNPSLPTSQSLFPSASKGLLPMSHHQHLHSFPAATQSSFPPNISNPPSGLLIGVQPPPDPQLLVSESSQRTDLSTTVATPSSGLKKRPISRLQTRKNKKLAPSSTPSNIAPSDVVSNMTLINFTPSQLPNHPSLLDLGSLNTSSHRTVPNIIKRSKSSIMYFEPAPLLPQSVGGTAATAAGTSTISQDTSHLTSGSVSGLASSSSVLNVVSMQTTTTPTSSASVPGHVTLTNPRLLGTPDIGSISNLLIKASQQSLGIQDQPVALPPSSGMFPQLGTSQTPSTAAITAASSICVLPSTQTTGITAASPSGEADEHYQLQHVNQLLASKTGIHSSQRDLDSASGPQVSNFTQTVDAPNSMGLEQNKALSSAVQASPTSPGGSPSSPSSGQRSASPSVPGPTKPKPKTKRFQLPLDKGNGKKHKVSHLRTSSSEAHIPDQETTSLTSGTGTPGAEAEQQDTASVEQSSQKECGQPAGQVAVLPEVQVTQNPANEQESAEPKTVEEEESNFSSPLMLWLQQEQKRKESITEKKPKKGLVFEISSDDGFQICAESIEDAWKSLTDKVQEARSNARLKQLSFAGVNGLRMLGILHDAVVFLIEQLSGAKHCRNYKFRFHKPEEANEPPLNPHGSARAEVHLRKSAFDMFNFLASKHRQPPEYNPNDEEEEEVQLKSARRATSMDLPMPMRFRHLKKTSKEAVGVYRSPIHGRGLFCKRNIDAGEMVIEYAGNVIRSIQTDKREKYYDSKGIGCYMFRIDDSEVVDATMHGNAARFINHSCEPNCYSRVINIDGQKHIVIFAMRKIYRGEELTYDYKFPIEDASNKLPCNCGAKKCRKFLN
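Fluorescence polarization: 7 uM MLL-CXXC (stock) preincubated 5 min with compounds, then 50 nM fluorescein-HOX-A9 DNA (stock) added; 30 min ambient. Buffer 50 mM Tris-HCl pH 7.5, 50 mM NaCl, 1 mM DTT, 0.05% BSA.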
Menin-MLL TR inh = displaces Texas Red mutant MLL peptide from human menin. O00255. Menin + Texas Red MLL mutant peptide, fluorescence polarization. Potency, µM (highest dose often 61.6 µM), without a hit: at the top dose FP activity change, negative = inhibition, hits mostly inhibitors. actives 0.23% (n = 270,000); active means well fitted inhibition curve with a large enough effect in the polarisation, with a control signal flat, not every such curve was filed as active; inconclusive means small, poorly fitted or top-dose-only effect, or effect the other way, or a change in a side signal; inactive means no such curve, though single readings can be large or run the other way; the % refers to the polarisation; further: potency means the concentration at half of the fitted maximal effect; % of control where 0% means no effect; many of its hits are not listed in these tables
MBNL1 CUG block = MBNL1-poly(CUG) RNA binding inhibition. actives 0.036% (n = 280,000). TR-FRET MBNL1-His/biotin-(CUG)12 binding, 665/545 ratio. Potency, µM (highest dose often 57.5 µM), for the others: top-dose activity change, negative = inhibition, usual class: inhibitors. Q9NR56; active means well fitted inhibition curve with a large enough effect in the signal ratio, with a control signal flat, not every such curve was filed as active; inconclusive means small, poorly fitted or top-dose-only effect, or effect the other way, or a change in a side signal; inactive means no such curve, though single readings can be large or run the other way; the % refers to the signal ratio; further: potency means the concentration at half of the fitted maximal effect; on the % scale 0 is the no-effect control and ±100 the full control effect
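TR-FRET readout: Ex 340 nm, 665/545 nm emission ratio, normalized to buffer-only (basal) and MBNL1-(CUG)12 controls. Complex of MBNL1-His with Biotin-(CUG)12, compounds 92 nM–58 uM, incubated 60 min at room temperature.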
Mito fusion yeast = mitochondrial division inhibition or fusion activation; S. cerevisiae fusion-defective mutant growth rescue, CellTiterGlo 48 h; Potency, µM (titrated, usually from 46.1 µM), for the others: at the highest dose growth rescue (activation), usual class: activators; actives 0.23% (n = 320,000);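 further: potency means the concentration at half of the fitted maximal effect; % of control where 0% means no effect; nearly all actives have a fitted effect of over 45% in size; temperature-sensitive fusion mutants such as fzo1-1 at 37 °C on non-fermentable ethanol glycerol medium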
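Luminescent cell viability in 1536-well qHTS format served as the measure of rescued growth in ts fusion-mutant S. cerevisiae cultured on non-fermentable YPEG for 48 hours at 37C.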
TSG101-PTAP inh = blocks PTAP/TSG101 interaction to inhibit HIV-1 budding; Q99816; Fluorescence polarization, FITC-PTAP peptide / Tsg101 binding; Potency, µM (titrated, usually from 115 µM), without a hit: at the top dose activity change, negative = inhibition, hits mostly inhibitors; 340,000 tested, under 10 active; active means well fitted inhibition curve with a large enough effect in the main read-out, with a control signal flat, not every such curve was filed as active; inconclusive means small, poorly fitted or top-dose-only effect, or effect the other way, or a change in a side signal; inactive means no such curve, though single readings can be large or run the other way; further: potency means the concentration at half of the fitted maximal effect; % of control where 0% means no effect
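Compounds were pin-transferred onto Tsg101 binding domain (10 uM final) in HEPES pH 7.5 buffer, then FITC-PTAP peptide was added at 50 nM final. After 20 min at RT, polarization reported peptide displacement across a qHTS concentration series.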
* = called active by the depositor; ? = inconclusive; . = no result given; [ ] = dose if it differs, or a comment. Unless noted, the call rests on the fitted dose curve; in most records, active means well fitted curve in the direction sought with a large enough effect; inconclusive means small, poorly fitted or top-dose-only effect, or another doubt; inactive means no such curve, though single readings can be large; an effect the other way counts as inactive or inconclusive. These rows are one share of the data. The share of hits here may be higher or lower than overall.

smiles,ASM inhibitor,MBNL1 CUG block,A-T KAP1 phos,TSHR antag,CXXC DNA block,a7 integrin act,TCR activator,TSG101-PTAP inh,Menin-MLL TR inh,Mito fusion yeast
Cc1ccc(-c2nnn(CC(=O)N(CC3CCCO3)C(C(=O)NCC3CCCO3)c3ccc(F)cc3)n2)o1 (stereo not drawn),1%,-13%,5%,-6,-4%,3%,-5%[46.1 µM],0%,3%,-4%
CCCCC1(CC)COC(c2ccccc2)OC1 (stereo not drawn),-1%,.,.,.,.,-27%,-10%,-4%,.,.
Cc1c(C=O)c2ccccn2c1C(=O)c1ccc(Cl)c([N+](=O)[O-])c1,-8%,2%,-4%,-8,?,-28%,-2%,1%,-5%,0%
O=C(CSc1nnc(NC(=O)C2CC2)s1)NCc1ccco1,2%,.,-7%,4,7%,2%,2%[46.1 µM],-5%,-16%,-10%
O=C(N/N=C/c1c(F)cccc1Cl)C1CC1,-2%,3%,0%,-2,15%,?,-7%,0%,4%,3%
CC(=O)c1ccc(NC(=O)C2=CC(c3cccs3)=NS(=O)(=O)N2C)cc1,-7%,?,-7%,-2,13%,-40%,2%,-4%,.,10%
COc1ccc(CC(=O)Nc2ccc(-c3cn4ccccc4n3)cc2)cc1OC,-5%,29%,.,.,42%[activator],-14%,-2%,3%,-16%,-3%
Cc1cccc(NC(=O)Nc2cccc(F)c2)n1,2%,5%,7%,18,-5%,-4%,0%,-6%,-3%,7%
Cc1cc(C)cc(-c2nnc(SCC(=O)NC3CC3)o2)c1,4%,.,6%,-4,.,16%,6%,-1%,.,3%
COc1ccccc1NC(=O)C(C)n1cnc2c(oc3nc4c(cc32)CCCC4)c1=O (stereo not drawn),2%,5%,2%,-3,1%,-34%,-4%,4%,.,9%
COc1cc(Cl)c(C)cc1NC(=O)CSC,2%,-2%,5%,-8,7%,13%,7%,-2%,9%,-7%
COCc1c(C(=O)OCC(=O)N(C)C2CCS(=O)(=O)C2)oc2ccccc12 (stereo not drawn),-1%,.,3%,6,.,-31%,14%,-2%,.,-2%
CCc1ccc(NC(=O)CSc2nnc(C)c(=O)n2N)cc1,-1%,-2%,3%,2,18%,0%,2%,-8%,.,3%
O=C(CSC1CCCCC1)N1CCN(c2ccccc2)CC1,-3%,-3%,-3%,-11,1%,-19%,-16%,-3%,-2%,4%
COc1ccc(S(=O)(=O)NCC(c2ccco2)N2CCOCC2)cc1 (stereo not drawn),1%,.,.,4,.,?,2%,1%,.,-4%
COc1ccc(CC(=O)Nc2cc(C)ccn2)cc1OC,1%,.,.,.,.,3%,3%,-1%,.,.
CC(CCc1ccc(O)cc1)NC(c1ccccc1)c1ccc(Cl)cc1 (stereo not drawn),0%,-8%,-14%,19,2%,-15%,-5%,-3%,33%[activator],1%
Cc1c(NC(=O)CSCc2ccc(Br)cc2)c(=O)n(-c2ccccc2)n1C,2%,-2%,1%,-3,12%,12%,0%,-4%,-1%,24%
O=S(=O)(c1ccc(=S)[nH]c1)N1CCOCC1,6%,.,3%,7,.,-1%,0%,0%,.,0%
CC(C)(C)c1cc(CN2CCOCC2)c(C(=O)O)o1,-3%,-4%,0%,1,3%,-5%,1%,-4%,-22%,-2%
O=C(COc1ccccc1)Nc1ccc(F)cc1,4%,.,.,.,.,8%,1%,-2%,.,.
CC(=O)c1cccc(N(CC(=O)NC2CCCC2)C(=O)CNC(=O)c2cccs2)c1,0%,1%,7%,-5,13%,-23%,5%,-4%,5%,-1%
Cc1cc(C(=O)COc2cccc([N+](=O)[O-])c2)c(C)n1C1CC1,-6%,.,-27%,-38,.,-25%,-3%,-4%,.,0%
Cc1cc(NC(=O)CSc2nnnn2C)n(-c2ccccc2)n1,-1%,2%,1%,-2,-2%,-7%,7%,-1%,7%,1%
C[C@@](Cc1ccccc1)(C(=O)O)N1C(=O)c2ccc(C(=O)O)cc2C1=O,.,.,-3%,0,.,.,.,.,-8%,4%
CS(=O)(=O)N(CC(=O)Nc1ccc(S(=O)(=O)N2CCOCC2)cc1)c1cccc(F)c1,-7%,-2%,0%[11.5 µM],-4,4%,?,0%,-2%,11%,-4%
Cc1ccc(CSc2nc3ccccc3c(=O)n2Cc2ccco2)cc1,-17%,20%,.,-1,4%,17%,5%[46.1 µM],-3%,-10%,13%
O=C(CNC(=O)Cc1ccc(Cl)cc1)NCC(=O)N1CCCCC1,4%,4%,1%,10,-1%,-25%,-5%,-3%,.,-1%
Cn1c(SCC(=O)OCc2ccccc2)nnc1-c1ccco1,4%,-3%,-2%,-16,6%,12%,-3%,-6%,0%,-4%
O=C(COC(=O)c1cc(S(=O)(=O)N2CCOCC2)ccc1Cl)NCCc1ccccc1,1%,.,-2%,10,.,13%,4%,-1%,.,7%
Cc1ccc(NC(=O)CCNS(=O)(=O)c2ccc3c(c2)CCC(=O)N3)cc1C,3%,2%,5%,2,6%,-15%,-2%,1%,.,4%
N#Cc1c(/N=C/c2ccco2)sc2c1CCC2,-5%,14%,-2%,-4,2%,-1%,-3%,-7%,8%,-1%
COc1ccccc1N1CC(C(=O)Nc2ccc(N3CCOCC3)cc2)CC1=O (stereo not drawn),6%,.,0%,-3,.,1%,12%,-12%,.,0%
COC(=O)c1ccc(NC(=O)C2C3CCC(C3)C2C(=O)O)cc1 (stereo not drawn),-1%,6%,.,.,3%,?,2%,-7%,1%,2%
Cc1ccccc1Cc1c(C)nc2nc(SCC(=O)NCCCN3CCCC3)nn2c1C,-3%,-6%,-1%,-4,46%[activator],-37%,-10%,-3%,?,3%
Cc1ccc(S(=O)(=O)CCC(=O)OC2CC(C)OC2=O)cc1 (stereo not drawn),2%,.,-7%,3,.,21%,7%,-1%,.,.
COCCn1c(SCC(=O)Nc2cccc(OC)c2)nnc1-c1ccc(Cl)cc1,-1%,1%,-5%,2,1%,-9%,-9%,-3%,5%,0%
CCOC(=O)N1CCC(N2CCCC(CO)(Cc3cccc(Cl)c3)C2)CC1 (stereo not drawn),0%,5%,1%,-14,4%,15%,-1%,2%,-28%,22%
Cc1nn2cc(-c3ncc(C(F)(F)F)cc3Cl)cnc2c1Br,-4%,-4%,0%,3,-12%,-4%,-3%,-4%,?,3%
Cc1nn(-c2ccccc2)c2nc(-c3cccs3)cc(C(=O)NN)c12,5%,5%,3%,48,11%,-32%,9%,0%,?,0%
O=C(COC(=O)c1c(F)cccc1F)NCCNC(=O)COC(=O)c1c(F)cccc1F,6%,1%,-5%,4,30%[activator],-29%,4%,-2%,-11%,-7%
CCOC(=O)c1ccc(C(=O)OCC)c(NC(=S)Nc2ccc([N+](=O)[O-])cc2OC)c1,.,55%[activator],24%,0,-8%,-12%,-5%[46.1 µM],-2%,?,?
COc1cc(/C=C/C(=O)OCC(=O)N(CC(C)C)c2c(N)n(Cc3ccccc3)c(=O)[nH]c2=O)ccc1O,15%,.,.,.,.,13%,1%,-3%,.,.
CNC(=O)C1CC(=O)N(c2ccc(F)c(Cl)c2)C1 (stereo not drawn),0%,5%,-7%,-6,-1%,8%,-61%,-6%,3%,1%
CCCCCCN1C=CC(=C/C=C(\C#N)C(=O)OCC)C=C1,-24%,?,-12%,-15,?,-40%,-2%,?,?,-4%
COc1ccc(NC(=O)C2CCCN(S(=O)(=O)c3ccccc3)C2)c(OC)c1 (stereo not drawn),-1%,-2%,-2%,-19,1%,-21%,1%,-2%,0%,1%
O=C(CNc1ccc(F)cc1)N/N=C/c1c(O)ccc2ccccc12,32%,2%,12%,-3,?,-44%[inhibitor],0%,-1%,?,-8%
O=C(NNC(=O)c1ccc(F)cc1)C(=O)N1CCCCC1,.,.,-8%,-4,5%,31%,-3%,1%,3%,-3%
Cc1nn(C)c(C)c1C(=O)NN,0%,1%,0%,1,-4%,2%,-2%,-8%,10%,1%
O=c1c2ccccc2sc2nc(CCl)nn12,3%,.,.,.,.,6%,2%,-5%,.,.
C=CCn1c(SCC(=O)N2CCc3ccccc3C2)nc2sc(CC)cc2c1=O,1%,-11%,-5%,-19,8%,18%,1%[46.1 µM],0%,?,?
O=C(Nc1ccccc1)C1=C[C@@H](C2CCCCC2)C[C@@H](OCCCCO)O1,-3%,5%,6%,-1,-9%,5%,5%,.,4%,18%
COc1cccc(C(=O)NCCS(=O)(=O)N(C)Cc2ccccc2)c1,3%,.,3%,-10,.,0%,6%,1%,.,2%
COc1c([N+](=O)[O-])cc(C(=O)NNC(=O)c2ccc(C)cc2)cc1[N+](=O)[O-],-2%,?,-1%,3,0%,21%,5%,-3%,?,4%
